# B2AR arrestin = agonists driving beta-arrestin recruitment to human beta2-adrenergic receptor; P07550; beta-arrestin recruitment to beta2AR, cell-based reporter; Potency, µM (series often up to 46.1 µM), for the others: top-dose activation, usual class: activators; 330,000 tested, 0.02% active; AID 492947;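 also: potency is read from the fitted curve at half-maximal effect; 0% = DMSO controls and full agonism = EC100 isoproterenol or metaproterenol; nearly all actives have a fitted effect of over 65% in size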
# Target sequence (P07550 whole entry, looked up): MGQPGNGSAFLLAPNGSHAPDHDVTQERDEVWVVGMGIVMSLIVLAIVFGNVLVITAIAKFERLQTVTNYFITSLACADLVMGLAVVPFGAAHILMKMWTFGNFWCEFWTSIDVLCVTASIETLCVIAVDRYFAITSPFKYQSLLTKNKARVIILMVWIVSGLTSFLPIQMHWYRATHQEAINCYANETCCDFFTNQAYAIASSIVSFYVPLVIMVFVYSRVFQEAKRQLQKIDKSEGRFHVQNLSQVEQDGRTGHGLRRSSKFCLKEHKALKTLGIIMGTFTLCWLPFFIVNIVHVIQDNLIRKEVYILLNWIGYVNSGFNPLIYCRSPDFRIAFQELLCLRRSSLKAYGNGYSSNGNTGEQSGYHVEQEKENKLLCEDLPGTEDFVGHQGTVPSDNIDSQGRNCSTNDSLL
# BRCA1 expr act = activators of BRCA1 expression; Potency, µM (highest dose often 46.1 µM), without a hit: top-dose activation, usual class: activators; 380,000 tested, 1.1% active; MCF7-BRCA1-FFLuc reporter, luminescence, 48 h; response scale: scaled: vehicle 0%, 10 µM genistein 100%; also: potency is read from the fitted curve at half-maximal effect; nearly all actives have a fitted effect of over 80% in size; some results filed as inactive show a strong effect at the top dose
#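 Cells: MCF7-BRCA1-FFLuc, 2000/well. Exposure: 48 h, 37 °C, 5% CO2. Read: luminescence, 15 min post-substrate. Controls: genistein 10 microM (maximal activation), DMSO (neutral).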
# CXXC DNA block = blocks binding of human MLL CXXC domain to DNA | 290,000 tested, 0.037% active | Q03164 | MLL-CXXC / FITC-HOXA9 DNA fluorescence polarization | Potency, µM (titrated, usually from 115 µM), for the others: at the highest dose activity change, negative = inhibition, most hits filed as inhibitors; active = well fitted inhibition curve with a large enough effect in the polarisation, with a control signal flat, not every such curve was filed as active; inconclusive = small, poorly fitted or top-dose-only effect, or effect the other way, or a change in a side signal; inactive = no such curve, though single readings can be large or run the other way; the % refers to the polarisation; also: potency is read from the fitted curve at half-maximal effect
#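 Purified MLL-CXXC (added from a 7 uM solution) was preincubated 5 min at ambient with pinned compounds in 50 mM Tris-HCl pH 7.5, 50 mM NaCl, 1 mM DTT, 0.05% BSA. Fluorescein-labeled HOX-A9 DNA (50 nM solution) followed, 30 min, then polarization read.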
# a7 integrin act = activators of alpha7 integrin expression for muscular dystrophy | alpha7betagal myoblasts, beta-gal FDG fluorescence, 48 h | Potency, µM (titrated, usually from 38.3 µM), without a hit: top-dose activation, hits mostly activators | 350,000 tested, 0.064% active | AID 624291;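 also: potency is read from the fitted curve at half-maximal effect; 100% = response of the positive control SU9516; nearly all actives have a fitted effect of over 60% in size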
#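 alpha7betagal+/- myoblasts (passage 13, 250/well) treated 48 h at 37C with compounds at 1:260 dilution of DMSO stock. Lysed, then beta-galactosidase activity read as FDG fluorescence (ex 480/em 540) after 30 min, with pre-read for autofluorescence.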
# TRPV1 agonist = activates the human vanilloid receptor TRPV1. activation, % at 8.33 µM. 320,000 tested, 0.19% active. Q8NER1. TRPV1-expressing cells, Fluo-8 calcium influx, agonist mode; in the data active = activation above about 80%; inconclusive = between about 30% and that limit; also: 0% is about no effect
#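 TRPV1-expressing cells were cultured overnight at 35.5C and loaded with Fluo-8 calcium dye for 40 to 90 min at room temperature. After a 10 s baseline, compound was added and calcium influx was read kinetically for 3 min (ex 480/em 520 nm).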
# TCR activator = activates T cell receptor signaling. primary human leukocytes, anti-CD3, IL-2 HTRF, 48 h. Potency, µM (titrated, usually from 9.22 µM), for inactives: top-dose activation of IL-2 secretion, actives largely listed as activators. 330,000 tested, under 10 active; also: % of control where 0% means no effect
#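 HTRF read-out of IL-2 secretion: europium cryptate donor excited at 320nm, d2 acceptor emission at 665nm. Cells were primary human leukocytes incubated 48 hr with compounds and a-CD3 beads, supplying TCR signal only.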
# ELG1 repair inh = blocks ELG1-dependent DNA repair in HEK293T cells; HEK293T ELG1-luciferase reporter, luminescence, 16 h; DNA damage induced by 5-fluorouridine; Potency, µM (top dose mostly 46.1 µM), without a hit: at the highest dose activity change, negative = inhibition, usual class: inhibitors; 330,000 tested, 2.3% active; AID 504467; also: potency is read from the fitted curve at half-maximal effect; % is scaled to controls: 0 for no effect and ±100 for the full control effect; nearly all actives have a fitted effect of over 55% in size
#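 HEK293T cells expressing luciferase-tagged ELG1 (2,000/well) received 5-Fluorouridine plus compound or DMSO for 16 hr at 37 °C. Luciferase was read by ONE-Glo luminescence after 30 min at room temperature.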
# p53 reactivation = mutant p53 re-activation in reporter cells. H1299 p53-A138V BP100-luciferase reporter, luminescence, 24 h. Potency, µM (titrated, usually from 92.2 µM), without a hit: at the top dose activity change, positive = activation, actives largely listed as activators. 320,000 tested, 0.063% active. AID 504706; also: potency is read from the fitted curve at half-maximal effect; % of control where 0% means no effect; nearly all actives have a fitted effect of over 45% in size
#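 H1299 (p53-null), stable ts p53-A138V + BP100-Luc; 1000 cells/well, Opti-MEM/10% FBS; cpd 4 pt, 1:5; 24 h, 37 deg C, 5% CO2; detection reagent 10 min RT; luminescence.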
# PTAP TSG101 blk = blocks PTAP/TSG101 interaction to inhibit HIV-1 budding; AID 493005; 340,000 tested, under 10 active; Q99816; Potency, µM (titrated, usually from 115 µM), inactives show at the top dose activity change, negative = inhibition, hits mostly inhibitors; Fluorescence polarization, FITC-PTAP peptide / Tsg101 binding; active = well fitted inhibition curve with a large enough effect in the main read-out, with a control signal flat, not every such curve was filed as active; inconclusive = small, poorly fitted or top-dose-only effect, or effect the other way, or a change in a side signal; inactive = no such curve, though single readings can be large or run the other way; also: potency is read from the fitted curve at half-maximal effect; % of control where 0% means no effect
# Target sequence (Q99816 whole entry, looked up): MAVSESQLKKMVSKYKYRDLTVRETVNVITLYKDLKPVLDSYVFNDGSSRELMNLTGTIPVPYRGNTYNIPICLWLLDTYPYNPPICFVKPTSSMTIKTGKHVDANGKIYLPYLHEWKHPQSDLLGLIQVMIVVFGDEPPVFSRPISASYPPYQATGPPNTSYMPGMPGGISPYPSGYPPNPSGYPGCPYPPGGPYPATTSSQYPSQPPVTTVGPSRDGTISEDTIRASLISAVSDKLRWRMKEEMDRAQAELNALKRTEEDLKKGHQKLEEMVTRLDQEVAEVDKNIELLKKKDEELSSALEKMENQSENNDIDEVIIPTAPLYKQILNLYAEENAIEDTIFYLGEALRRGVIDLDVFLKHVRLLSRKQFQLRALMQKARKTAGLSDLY
#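 Compounds were pin-transferred onto Tsg101 binding domain (10 uM final) in HEPES pH 7.5 buffer, then FITC-PTAP peptide was added at 50 nM final. After 20 min at RT, polarization reported peptide displacement across a qHTS concentration series.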
# AT treatment = potential ataxia-telangiectasia treatments restoring KAP-1 phosphorylation; […] A-T fibroblasts, KAP-1 phosphorylation AlphaLISA; neocarzinostatin DNA damage 30 min before lysis; AID 485349; 320,000 tested, 0.19% active; Potency, µM (doses to about 57.5 µM), inactives show at the top dose activation, most hits filed as activators; also: potency is read from the fitted curve at half-maximal effect; % of control where 0% means no effect; nearly all actives have a fitted effect of over 45% in size
#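 ATM-like activity read as KAP-1 phosphorylation via AlphaLISA donor/acceptor antibody pairs after lysis and 6 hr at 25C. Cells were ATM-null patient fibroblasts ([…], hTERT), dosed 60 min, then exposed to the DSB inducer NCS for 30 min.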
# * = called active by the depositor; ? = inconclusive; · = not tested or not shown; [ ] = remark or other dose. Unless noted, calls follow the shape of the dose curve; as a rule, active = well fitted curve in the direction sought with a large enough effect; inconclusive = small, poorly fitted or top-dose-only effect, or another doubt; inactive = no such curve, though single readings can be large; an effect the other way counts as inactive or inconclusive. Compounds as they come. About 3.8% of those tested had a hit in this group.
SMILES,B2AR arrestin,BRCA1 expr act,CXXC DNA block,a7 integrin act,TRPV1 agonist,TCR activator,ELG1 repair inh,p53 reactivation,PTAP TSG101 blk,AT treatment
CCC(CC)C(=O)Nc1c2c(nn1-c1ccc(OC)cc1)CS(=O)(=O)C2,0.4%,0%,-4%,-22%[7.66 µM],4,·,?,-8%,-8%,-11%
CC(O)(Cc1ccccn1)Cc1ccccn1,·,-19%,·,-14%,·,0%,·,·,-5%,·
COc1cc(OC)cc(C(=O)NC(=S)Nc2nc(-c3cc4ccccc4o3)cs2)c1,0.1%,-1%,2%,-27%,0,10%,-4%,-3%,-2%,-11%
CCCCn1nc2cc(C(=O)NCCc3cccs3)ccc2c1OCC,-0.1%,67%,-2%,21%,8,6%,11%,8%,1%,7%
Cc1ccc2nccc(C(=O)N3CCCC(Nc4ccc(F)cc4)C3)c2c1 (stereo not given),-1.3%,-9%,-3%,-15%,?,-1%,7%,-10%,-2%,9%
O=C(NC1CCCC1)C1c2ccccc2C(=O)N1CCCN1CCOCC1 (stereo not given),-3.0%,2%,13%,10%,-6,-1%,-2%,-7%,-4%,2%
O=C(COC(=O)c1cccc(S(=O)(=O)N2CCCCCC2)c1)NCc1ccc(Cl)cc1,0.2%,10%,·,0%,-4,-6%,?,-2%,0%,1%
O=C1CCCN1CCC1CCN(C2CC(=O)N(c3ccc(Cl)cc3)C2=O)CC1 (stereo not given),·,-1%,3%,-2%,-2,4%,·,·,-1%,·
CCC(C)NC(=S)NNC(=O)c1ccncc1 (stereo not given),-0.3%,13%,12%,14%,-4,·,-7%,0%,1%,4%
O=C(CCNc1n[nH]c(=O)[nH]c1=O)N/N=C/c1ccccc1Br,0.0%,-17%,-1%,-8%,1,6%,8%,-1%,-1%,4%
COc1cccc(/C=C2\N=C(c3c(-c4ccccc4)noc3C)OC2=O)c1,0.2%,-4%,10%,8%,-9,1%,6%,-2%,4%,13%
O=C(Nc1ccccc1Br)C(=O)N1CCCC1,0.3%,-67%,10%,2%,3,1%[46.1 µM],?,?,-3%,8%
COc1ccccc1-c1ccc(=O)n(CC(=O)NCc2cccs2)n1,0.1%,41%,3%,10%,24,1%,?,?,-2%,1%
O=C(COc1ccc(S(=O)(=O)Nc2ccccc2)cc1)NCc1ccncc1,-0.1%,-14%,6%,-28%,-4,-6%,-5%,-5%,-3%,7%
CCCCc1ccc(NC(=S)NCc2ccc(OC)cc2)cc1,0.2%,25%,7%,29%,?,-3%,1%,?,-2%,0%

# Among those listed so far, 2 contain four or more nitrogen atoms.
SMILES,B2AR arrestin,BRCA1 expr act,CXXC DNA block,a7 integrin act,TRPV1 agonist,TCR activator,ELG1 repair inh,p53 reactivation,PTAP TSG101 blk,AT treatment
CCC(C)NC(=S)NNC(=O)c1ccncc1 (stereo not given),-0.3%,13%,12%,14%,-4,·,-7%,0%,1%,4%
O=C(CCNc1n[nH]c(=O)[nH]c1=O)N/N=C/c1ccccc1Br,0.0%,-17%,-1%,-8%,1,6%,8%,-1%,-1%,4%

# The list goes on:
SMILES,B2AR arrestin,BRCA1 expr act,CXXC DNA block,a7 integrin act,TRPV1 agonist,TCR activator,ELG1 repair inh,p53 reactivation,PTAP TSG101 blk,AT treatment
CCC1Sc2ccc(S(=O)(=O)CCC(=O)NCc3cccs3)cc2NC1=O (stereo not given),-0.1%,-41%,2%,20%,2,0%,-18%,9%,-6%,-5%
O=C1CC[C@H](O)CCN1CCSc1ccc(Br)cc1,-0.4%,29%,·,6%,?,-5%,?,?,-5%,11%
CCN(C(=O)CCS(=O)(=O)c1ccc(Br)cc1)c1ccc2c(c1)OCO2,-0.4%,-10%,12%,9%,24,0%,-4%,-2%,-10%,7%
O=C(CSc1c[nH]c2ccccc12)N1CCOCC1,-0.9%,21%,0%,-10%,-1,3%,3%,19%,-5%,-2%
CC(C)NC(=O)CSc1nnc(COc2ccccc2Cl)o1,-0.1%,-8%,-9%,-2%,-3,4%,-4%,-1%,-5%,·
CCC1CCCCN1S(=O)(=O)Cc1ccccc1Cl (stereo not given),0.0%,-11%,23%,-19%,8,2%,-14%,14%,0%,-2%
CCOC(=O)c1ccc(NC(=O)CNC(=O)c2ccco2)cc1,-0.1%,-1%,7%,27%,2,4%,4%,7%,1%,6%
Cc1cccnc1NC(=S)NC(=O)/C=C/c1ccccc1,-0.1%,55%,11%,3%,-8,-4%,12%,6%,0%,11%
CCC(Sc1nc(-c2ccccc2)c(-c2ccccc2)[nH]1)C(=O)O (stereo not given),-0.3%,-28%,3%,-10%,2,-4%,8%,0%,-1%,-2%
O=C(COc1ccc2c(c1)CCC2)NCc1ccc(Cl)cc1,-0.3%,12%,-1%,-10%,?,0%[46.1 µM],10%,-10%,-6%,18%
Cc1cccc(CCNS(=O)(=O)c2ccc(S(=O)(=O)NC3CCCC3)cc2)c1,0.0%,-69%,10%,22%,1,-2%,?,1%,-4%,3%
COC(C(=O)Nc1cccc(F)c1)c1ccccc1 (stereo not given),-0.4%,-20%,4%,-17%,-3,8%,2%,-6%,-3%,7%
CCN(CC)C(=O)c1ccccc1NS(=O)(=O)c1ccc(OC)c(C(=O)N2CCOCC2)c1,-0.1%,1%,37%[activator],6%,0,5%,5%,3%,-3%,2%
Cc1ccc(OCCNC(=O)c2ccc(NC(=O)CC3SC(N4CCCC4)=NC3=O)cc2)cc1 (stereo not given),-0.2%,-28%,·,0%,2,6%,-29%,0%,-2%,-1%
COC(=O)C(CCCN1C(=O)c2ccccc2C1=O)(NC(C)=O)c1nnn(C)n1 (stereo not given),-0.2%,0%,-11%,10%,0,-2%,3%,4%,0%,-4%[11.5 µM]
CCOc1ccc2nc(NC(=O)C(NS(=O)(=O)c3cccc4nsnc34)C(C)C)sc2c1 (stereo not given),0.3%,-19%,9%,-14%,·,-2%,?,11%,-4%,0%
O=C(Nc1c(O)c2ccccc2[nH]c1=O)c1ccco1,-0.2%,-45%,-6%,-21%,0,-5%,12%,-1%,-4%,-10%
O=S(=O)(NCCN1CCOCC1)c1cccc(C(F)(F)F)c1,-0.2%,-8%,3%,27%,0,2%,0%,·,4%,-1%
COCCNC(=O)CSc1ccccc1C(=O)NC1CCSc2ccccc21 (stereo not given),-0.3%,-11%,19%,4%,-3,-1%,-1%,4%,-7%,-4%
CCCCC1CCC(c2ccc(C(N)=O)cc2)CC1 (stereo not given),-0.4%,-10%,4%,-6%,0,3%[46.1 µM],13%,-1%,-1%,8%
CC1(C)CC(CC(=O)Nc2nccs2)(c2ccccc2)CCO1 (stereo not given),-0.4%,-10%,7%,4%,3,8%,1%,2%,9%,-8%
CCOc1cc(C)nc(N2CCC(C(=O)NC3CC3)CC2)n1,·,-1%,·,1%,·,-29%,·,·,-7%,·
CCOC(=O)c1[nH]c2cc(OC)c(OC)cc2c1N,0.6%,4%,5%,17%,-4,13%,11%,10%,-5%,0%
CC(=O)NC(O)C(=O)c1ccco1 (stereo not given),-1.0%,1%,?,-7%,1,-8%,-30%,2%,-4%,1%
Cc1ccc(Nc2nnns2)cc1C,0.0%,0%,0%,-6%,0,-1%,1%,?,-11%,0%
CC1CN(S(=O)(=O)c2cccc(C(=O)NCCC3=CCCCC3)c2)CC(C)O1 (stereo not given),-0.2%,-6%,·,-36%[inhibitor],?,-8%,-8%,2%,0%,-1%
COc1ccccc1S(=O)(=O)NCc1ccc(C(=O)NC2CCC(O)CC2)cc1 (stereo not given),-0.1%,-5%,·,13%,-2,0%,12%,-5%,-2%,-4%
CCN(CC)CCN1C(=O)C(O)=C(C(C)=O)C1c1ccccc1 (stereo not given),0.5%,·,1%,·,0,·,-4%,11%,·,-3%
Cc1ccc(C)c2[nH]c(=O)c(CCNC(=O)c3ccc(S(=O)(=O)N4CCOCC4)cc3)cc12,5.0%,1%,?,0%,-6,12%,?,-3%,-1%,2%
CC(=O)Nc1c(O)nc(SCC(=O)Nc2cccc(C)c2)[nH]c1=O,-0.1%,4%,9%,4%,1,6%,5%,1%,-6%,-1%
O=C(CCNS(=O)(=O)c1ccccc1)N1CCC(Cc2ccccc2)CC1,-0.2%,-22%,5%,-15%,10,-7%,?,-1%,-8%,5%
Cc1c(C(=O)O)oc2ccc3c(c12)C(O)CC(C)(C)O3 (stereo not given),-0.3%,-2%,10%,31%,1,5%,8%,-7%,-6%,-1%
COc1ccc(Cl)cc1NC(=O)CN(C)C(=O)c1sc2ccccc2c1Cl,0.3%,-76%,·,-47%[inhibitor],2,9%,?,-8%,0%,7%
COc1cccc(CNC(=O)c2ccc(C)c(S(=O)(=O)N3CCCCC3)c2)c1,-0.9%,-41%,·,-28%,?,2%,?,-5%,-4%,6%

# Screens as filed in PubChem BioAssay.
